# Screening results from PubChem.
# mHTT CaM bind = mutant huntingtin-calmodulin interaction inhibitors – biochemical, AlphaScreen, primary screen. AID 1671202, 2021. 190,000 tested, 3.6% active. inhibition, % at 15 µM. AlphaScreen His-mHTT/GST-CaM binding, luminescence;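 further: 0% = both proteins with DMSO and 100% = one protein alone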
# Target sequence (P42858 whole entry, looked up, stated change not applied): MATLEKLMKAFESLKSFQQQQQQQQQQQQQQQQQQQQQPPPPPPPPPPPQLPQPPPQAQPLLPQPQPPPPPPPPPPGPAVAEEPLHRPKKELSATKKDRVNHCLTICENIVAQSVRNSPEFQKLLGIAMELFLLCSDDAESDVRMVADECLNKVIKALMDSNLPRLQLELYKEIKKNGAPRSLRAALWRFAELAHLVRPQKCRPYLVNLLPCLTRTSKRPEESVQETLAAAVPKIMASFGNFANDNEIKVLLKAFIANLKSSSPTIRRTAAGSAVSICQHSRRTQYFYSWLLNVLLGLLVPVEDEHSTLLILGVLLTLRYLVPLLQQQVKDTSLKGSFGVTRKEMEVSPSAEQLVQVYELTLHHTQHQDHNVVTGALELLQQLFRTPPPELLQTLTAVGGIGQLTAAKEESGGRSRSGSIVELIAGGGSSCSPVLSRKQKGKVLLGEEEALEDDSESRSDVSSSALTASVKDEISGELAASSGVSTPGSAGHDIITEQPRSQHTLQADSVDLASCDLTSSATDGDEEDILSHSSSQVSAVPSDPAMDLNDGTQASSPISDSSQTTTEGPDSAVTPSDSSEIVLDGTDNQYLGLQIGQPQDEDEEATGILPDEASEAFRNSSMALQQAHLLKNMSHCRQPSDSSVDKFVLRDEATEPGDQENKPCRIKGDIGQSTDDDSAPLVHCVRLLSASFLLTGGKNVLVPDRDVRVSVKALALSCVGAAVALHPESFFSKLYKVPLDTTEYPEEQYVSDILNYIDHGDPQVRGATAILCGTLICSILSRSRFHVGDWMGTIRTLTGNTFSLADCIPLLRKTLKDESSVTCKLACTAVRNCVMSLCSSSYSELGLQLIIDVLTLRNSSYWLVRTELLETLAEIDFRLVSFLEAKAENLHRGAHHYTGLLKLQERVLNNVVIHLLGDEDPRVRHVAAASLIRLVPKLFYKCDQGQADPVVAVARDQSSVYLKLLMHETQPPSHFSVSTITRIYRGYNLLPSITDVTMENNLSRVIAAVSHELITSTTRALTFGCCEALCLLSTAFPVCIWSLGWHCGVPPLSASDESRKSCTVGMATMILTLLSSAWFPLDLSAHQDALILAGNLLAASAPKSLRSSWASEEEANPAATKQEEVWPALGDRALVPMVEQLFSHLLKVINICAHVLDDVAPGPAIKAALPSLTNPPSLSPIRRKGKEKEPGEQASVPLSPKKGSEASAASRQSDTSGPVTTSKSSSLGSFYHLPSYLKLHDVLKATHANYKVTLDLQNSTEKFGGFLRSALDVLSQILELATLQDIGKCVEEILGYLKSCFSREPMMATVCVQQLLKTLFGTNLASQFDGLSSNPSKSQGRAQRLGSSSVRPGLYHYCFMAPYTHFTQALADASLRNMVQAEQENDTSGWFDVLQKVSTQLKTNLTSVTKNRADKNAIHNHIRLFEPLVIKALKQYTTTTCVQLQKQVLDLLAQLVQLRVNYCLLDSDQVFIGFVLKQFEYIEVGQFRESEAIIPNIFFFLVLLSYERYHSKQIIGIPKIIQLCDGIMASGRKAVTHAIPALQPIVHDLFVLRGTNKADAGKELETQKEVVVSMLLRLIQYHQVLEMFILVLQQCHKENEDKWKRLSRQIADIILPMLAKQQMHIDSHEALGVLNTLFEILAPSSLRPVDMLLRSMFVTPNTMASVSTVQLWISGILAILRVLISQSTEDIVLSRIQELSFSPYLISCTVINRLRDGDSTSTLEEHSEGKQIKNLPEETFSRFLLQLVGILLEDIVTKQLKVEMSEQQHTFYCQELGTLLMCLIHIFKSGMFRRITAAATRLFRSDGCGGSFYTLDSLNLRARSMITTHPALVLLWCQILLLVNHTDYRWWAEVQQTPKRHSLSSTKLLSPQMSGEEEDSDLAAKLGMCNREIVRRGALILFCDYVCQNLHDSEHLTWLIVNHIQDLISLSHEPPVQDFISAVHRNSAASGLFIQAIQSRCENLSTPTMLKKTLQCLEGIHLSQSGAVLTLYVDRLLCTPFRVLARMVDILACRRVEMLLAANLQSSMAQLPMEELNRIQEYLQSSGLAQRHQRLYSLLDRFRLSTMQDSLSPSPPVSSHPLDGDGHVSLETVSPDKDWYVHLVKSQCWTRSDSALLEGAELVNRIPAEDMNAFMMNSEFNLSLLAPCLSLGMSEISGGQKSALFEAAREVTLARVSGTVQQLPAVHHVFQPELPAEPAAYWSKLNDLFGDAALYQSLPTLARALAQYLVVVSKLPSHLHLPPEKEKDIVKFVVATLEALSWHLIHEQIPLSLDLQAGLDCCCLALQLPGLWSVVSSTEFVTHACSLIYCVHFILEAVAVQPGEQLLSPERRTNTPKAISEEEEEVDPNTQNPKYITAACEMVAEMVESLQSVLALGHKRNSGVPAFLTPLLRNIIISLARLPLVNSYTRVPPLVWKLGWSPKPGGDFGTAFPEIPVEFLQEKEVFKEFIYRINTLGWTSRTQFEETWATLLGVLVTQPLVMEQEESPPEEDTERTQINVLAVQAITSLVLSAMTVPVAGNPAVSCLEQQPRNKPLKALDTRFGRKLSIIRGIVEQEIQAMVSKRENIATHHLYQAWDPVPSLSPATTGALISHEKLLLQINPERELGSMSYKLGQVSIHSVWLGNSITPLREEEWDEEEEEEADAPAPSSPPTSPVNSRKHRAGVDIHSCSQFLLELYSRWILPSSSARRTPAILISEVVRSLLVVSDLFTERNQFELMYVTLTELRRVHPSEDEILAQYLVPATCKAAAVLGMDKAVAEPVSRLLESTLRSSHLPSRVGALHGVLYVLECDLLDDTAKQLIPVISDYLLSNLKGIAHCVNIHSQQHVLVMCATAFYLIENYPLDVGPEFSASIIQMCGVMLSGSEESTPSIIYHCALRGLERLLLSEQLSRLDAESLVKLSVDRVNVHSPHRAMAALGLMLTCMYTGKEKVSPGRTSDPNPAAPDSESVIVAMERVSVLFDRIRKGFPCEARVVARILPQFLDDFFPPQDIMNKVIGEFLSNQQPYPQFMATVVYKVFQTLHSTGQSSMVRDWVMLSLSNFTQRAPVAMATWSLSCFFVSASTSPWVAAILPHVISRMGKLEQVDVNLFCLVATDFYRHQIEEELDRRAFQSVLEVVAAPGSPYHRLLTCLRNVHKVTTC
# Pf apPOL block = Pf-apPOL inhibitors, biochemical, fluorescence; Plasmodium falciparum apicoplast DNA polymerase (apPOL); Recombinant Pf-apPOL, molecular beacon fluorescence, 1.5 h; inhibition, % at 10 µM; 210,000 tested, 0.25% active
# Numbers without * were called inactive; nt = not tested or not shown; + = active, no number; & = joins results of further samples. No stated cut-off is given here; in the data, active means inhibition above about 50%; inactive means the rest.
# Every second line gives: mHTT CaM bind	Pf apPOL block
- O=C(Nc1ccc(Cl)cc1)c1cc2n(n1)C(C(F)(F)F)CC(c1ccc3c(c1)OCO3)N2 (stereo not drawn)
→ -1.0	-6.0
- O=C(COc1ccc(Br)cc1)Nc1ncc(Cc2ccc(F)cc2)s1
→ 5.0	-3.0
- COC(=O)c1ccc(OCC2c3cc(OC)c(OC)cc3CCN2C(=O)C2CC2)cc1 (stereo not drawn)
→ 29.7	-7.1
- CSc1ccc(C2CC(c3cccs3)Nc3ncnn32)cc1 (stereo not drawn)
→ 7.0	0.2
- Cc1ccccc1-n1nc2c(c1NC(=O)c1cc3ccccc3oc1=O)CS(=O)(=O)C2
→ -4.0	-1.6
- O=C(Nc1c2c(nn1-c1ccc([N+](=O)[O-])cc1)CSC2)C1CCCC1
→ 8.0	-0.1
- CC(Cn1cnc2ccccc21)C(=O)O (stereo not drawn)
→ -0.1	-8.6
- O=C(NC(N1CCOCC1)C(Cl)(Cl)Cl)c1ccc([N+](=O)[O-])cc1 (stereo not drawn)
→ 6.0	3.8
- Cc1nc2c(C(=O)NCCc3ccccc3)cnn2c(C)c1Cc1ccccc1F
→ 70.0*	-11.7
- CCC(C)NC(=O)c1cccc(-c2nc(-c3ccccc3)no2)c1 (stereo not drawn)
→ -8.3	1.2

# Every second line gives: mHTT CaM bind	Pf apPOL block
- Cc1ccc(-c2nc(NC(=O)Nc3c(-c4ccccc4)noc3C)sc2C)cc1Cl
→ nt	-18.9
- N#Cc1ccc(-c2cccs2)nc1SCC(=O)Nc1cccc(C(F)(F)F)c1
→ 2.0	-4.9
- COc1ccc(/C=C(\C#N)c2[nH]nc(N)c2C#N)cc1Br
→ 69.2*	-0.4
- Cn1cnnc1SCc1cc(=O)c(OCC(=O)N2CCCCC2)co1
→ -8.6	-2.7
- COC(CNC(=O)c1c[nH]c2ccc(S(=O)(=O)N(C)c3ccccc3C)cc2c1=O)OC
→ 22.0	-7.9
- Cc1ccc(N2C(=O)C3C4C=CC(O4)C3C2=O)cc1C (stereo not drawn)
→ -1.0	3.0
- CCOc1ccccc1Nc1cc(C(=O)OC)nc2c(OC)cccc12
→ 24.2	1.0
- Cc1cc(C)c(Cc2c(C)nc3c(C(=O)NC4CCCC4)cnn3c2C)c(C)c1
→ -6.0	-16.0
- C=CCNC(=O)C1CC(c2ccc(F)cc2)=NO1 (stereo not drawn)
→ -6.1	-3.5
- COc1cc(NC(=O)N2CCCCCC2c2cccs2)cc(OC)c1 (stereo not drawn)
→ -5.8	-1.4

# Every second line gives: mHTT CaM bind	Pf apPOL block
- O=C(O)c1ccc(N2C(=O)CSC2c2cccc([N+](=O)[O-])c2)cc1 (stereo not drawn)
→ 3.0	4.3
- Cc1cccc(NC(=O)c2ccc(F)cc2)n1
→ -5.3	-5.6
- Cc1ccc(S(=O)(=O)NCC(C)NS(=O)(=O)c2ccc(C)cc2)cc1 (stereo not drawn)
→ 0.9	-1.7
- C=C(C)COc1ccc2c(c1)OC(=Cc1ccncc1)C2=O
→ 25.8	-6.3
- CN1CCN(CCNC(=O)c2ccc(N3CCNC(c4ccccc4)C3)nc2)CC1 (stereo not drawn)
→ 13.8	0.5
- O=C(Nc1ccc(NC(=O)c2ccc(Br)o2)cc1)c1ccccc1
→ 3.5	-3.0
- CC1(NC(=O)Nc2ccc([N+](=O)[O-])cc2)CCS(=O)(=O)C1 (stereo not drawn)
→ -3.0	-5.4
- COc1ccc(C(=O)Nc2ccc3c(c2)CN(C(=O)c2ccco2)CC3)c(OC)c1OC
→ -6.1	-16.5
- O=S1(=O)CCSCCN1Cc1ccc(Br)cc1
→ -4.6	-4.9
- Cc1c(C(=O)Cc2c(O)c3ccccc3oc2=O)sc2nc(C(F)(F)F)nn12
→ nt	-6.9

# Every second line gives: mHTT CaM bind	Pf apPOL block
- Cc1ccc(-c2nc(NC(=O)c3cncc(-c4cccs4)c3)sc2C)cc1Cl
→ nt	1.7
- CCc1ccc(NC(=O)COc2cc(C)nc(N3CCC(C)CC3)n2)cc1
→ -6.4	-2.6
- CCn1c(=O)c2ccnn2c2ccc(C(=O)NCc3cccc(C)c3)cc21
→ -3.1	-1.2
- Nc1cc(C(=O)c2ccc(Cl)c(N)c2)ccc1Cl
→ -4.5	-6.4
- CCn1c(=O)c(-c2ccc(C(=O)Nc3cc(C)cc(C)c3)cc2)nc2cccnc21
→ -4.5	-2.8
- Cc1ncnc2c1CCC(=O)N2CCN1CCCCC1C (stereo not drawn)
→ -5.6	-1.4
- CC(C)CCNC(=O)C1CCN(c2nc3ccccc3o2)CC1
→ -1.0	-11.2
- O=C(CN1CCN(c2ccccc2F)C1=O)Nc1ccc2ncccc2c1
→ 0.6	-7.4
- Cc1cc(S(=O)(=O)N2CCC(c3nc(C(=O)N4CCCC4)c(C)o3)CC2)ccc1F
→ 10.6	-3.3
- CC1CC(C)CN(S(=O)(=O)c2ccc(F)c(C(=O)NCc3ccccc3)c2)C1 (stereo not drawn)
→ 6.0	3.6

# Every second line gives: mHTT CaM bind	Pf apPOL block
- Cn1nc(-c2ccc(F)cc2)cc1C(=O)NCCN1CCN(C(=O)c2cccs2)CC1
→ 11.7	-16.0
- CCN(C)c1nc(-c2ccc(F)cc2)ncc1C(=O)NC(C)C
→ 8.7	-5.9
- Cc1cccc(NC(=O)C2C(=O)NNC2c2ccccc2O)c1 (stereo not drawn)
→ 8.0&6.0	-2.2&-7.9
- Cc1noc(C)c1NC(=O)NC1CCCc2ccccc21 (stereo not drawn)
→ nt	-19.0
- Cc1ccc(S(=O)(=O)Nc2ccc(N(C)C)cc2)cc1
→ 54.6*	-55.7
- CSc1ccccc1NC(=O)C(=O)NCCN1CCOC(c2ccccc2)C1 (stereo not drawn)
→ 0.4	-1.6
- COc1ccc(Nc2ncc3c(n2)CCN(Cc2cc(OC)c(OC)cc2OC)C3)cc1
→ 14.2	-3.6
- Cc1csc2nc(-c3cccc(NC(=O)c4ccccc4[N+](=O)[O-])c3)cn12
→ 7.7	-5.4
- CCOc1cc(CN2CCc3c([nH]c4ccccc34)C2)ccc1OC
→ 47.9	-5.7
- CCCCOC(=O)Nc1ccccc1F
→ -7.1	-15.9

# Every second line gives: mHTT CaM bind	Pf apPOL block
- CC1CCCN(S(=O)(=O)c2ccc(Cl)s2)C1 (stereo not drawn)
→ -53.0	-9.7
- CC(C)NC(=O)c1cnc(-c2ccccc2)nc1N1CCCCC1C (stereo not drawn)
→ -0.1	-4.9
- COc1ccc(Cl)cc1NC(=O)c1cnc2n(c1=O)CCS2
→ -0.1&-1.0	-3.7&-6.3
- COc1cccc(N2C(=O)C(=Cc3ccc(O)c(O)c3)SC2=S)c1
→ 98.2*	-59.9
- O=S(=O)(NCCCCN1CCOC(c2ccccc2)C1)c1ccc(F)cc1F (stereo not drawn)
→ -1.4	6.1
- COc1ccc(-c2nc3cc(NC(=O)c4ccc([N+](=O)[O-])cc4)ccc3o2)cc1
→ -0.7	-8.4
- Cc1oc2ccc(OCc3c(Cl)cccc3Cl)cc2c1C(=O)O
→ 0.0	2.6
- CC(=O)c1ccc(NC(=O)C(Cc2ccccc2)N2C(=O)c3ccccc3C2=O)cc1 (stereo not drawn)
→ -7.3	-6.1
- Cc1cccn2c(=O)c3cc(C(=O)NCc4cccnc4)c(=N)n(CCc4ccccc4)c3nc12
→ 6.0	-1.9
- Cc1ccc(CN2N=C(C(=O)N3CCCCC3)S(=O)(=O)c3ccccc32)cc1
→ -7.2	-4.1

# Compound profiles, from the list above. Screens in order: mHTT CaM bind | Pf apPOL block
# COc1ccc(-c2nc3cc(NC(=O)c4ccc([N+](=O)[O-])cc4)ccc3o2)cc1 is entered as -0.7 | -8.4
# O=S(=O)(NCCCCN1CCOC(c2ccccc2)C1)c1ccc(F)cc1F (stereo not drawn) is entered as -1.4 | 6.1
# Cc1cccn2c(=O)c3cc(C(=O)NCc4cccnc4)c(=N)n(CCc4ccccc4)c3nc12 is entered as 6.0 | -1.9
# CC(=O)c1ccc(NC(=O)C(Cc2ccccc2)N2C(=O)c3ccccc3C2=O)cc1 (stereo not drawn) is entered as -7.3 | -6.1
# Cc1ccc(CN2N=C(C(=O)N3CCCCC3)S(=O)(=O)c3ccccc32)cc1 is entered as -7.2 | -4.1

# Next compounds follow.
# Every second line gives: mHTT CaM bind	Pf apPOL block
- Cc1ccc(Cn2cnc3c(-c4cccc(F)c4)csc3c2=O)cc1
→ -25.1	1.2
- O=C1C=CC(=O)N1CC(c1ccccc1)c1ccccc1
→ -3.0	-2.2
- Cc1noc(-c2cccs2)c1C(=O)NCc1cc(F)cc(F)c1
→ -10.7	-4.3
- CCCN1CCN(c2ncc3c(n2)CCN(Cc2ccc(Br)s2)C3)CC1
→ 42.3	-3.3
- Cc1c(N)cccc1-c1nc2ccccc2[nH]1
→ 8.4	-5.8
- COc1ccc(-c2nnc(NC(=O)c3ccc(S(=O)(=O)N4CCCC4)cc3)o2)cc1
→ 5.0	1.1
- COC(=O)c1ccc(CSc2nnc(NC(=O)c3cn(C)nc3OC)s2)o1
→ -9.1	1.8
- Fc1ccc(Nc2ncc(F)c(Nc3ccc(F)c(Cl)c3)n2)cc1Cl
→ 3.5	nt
- Fc1ccc(Cc2nc3ccccc3[nH]2)cc1
→ -1.4	-5.5
- COc1cccc(C2C(C(=O)N3CCC(C)CC3)c3ccccc3C(=O)N2C2CC2)c1 (stereo not drawn)
→ 4.2	-2.3

# Every second line gives: mHTT CaM bind	Pf apPOL block
- CSc1cccc(NC(=O)c2coc(=O)c3ccccc23)c1
→ 6.0	-1.2
- O=C1C(=Cc2ccc3c(c2)OCO3)Oc2c1ccc1c2CN(Cc2cccnc2)CO1
→ 24.9	-167.5
- CCOc1ccc(C=C2C(=O)c3ccccc3C2=O)cc1OC
→ 11.0	-4.2
- CN1CCc2c(sc(N)c2C#N)C1
→ -2.7&-2.1	-0.7
- CC(=O)NC1=NN(C(C)=O)C(c2ccccc2Cl)S1 (stereo not drawn)
→ 4.0	48.1
- COc1ccc(CNc2ccc(-c3nc(-c4ccc(C)cc4)no3)cn2)cc1
→ 1.4	1.7
- O=C(Cc1ccccc1)Nc1ccccc1C(=O)NC1CCCCC1
→ -3.4	-3.0
- Cc1cc(Br)ccc1N1CCC(C(=O)N2CCSCC2)C1=O (stereo not drawn)
→ 4.7	-3.2
- Cc1ccc(C)c(S(=O)(=O)N=C2C=CC(=O)C(Br)=C2)c1
→ 65.0*	-1.6
- COc1ccc(C)cc1Nc1nc(C)cc(C)c1C(N)=O
→ 3.3	5.0

# Every second line gives: mHTT CaM bind	Pf apPOL block
- Nc1nc(SCC(=O)Nc2nccs2)[nH]c(=O)c1NC(=O)c1cccs1
→ 3.5	2.0
- COc1ccc(NC(=O)C(C)N(c2ccccc2)S(C)(=O)=O)c(OC)c1 (stereo not drawn)
→ 2.0	6.9
- Cc1ccc(S(=O)(=O)Oc2ccc3c(c2)OC(=Cc2ccc4c(c2)OCO4)C3=O)cc1
→ -2.8	-11.7
- COc1cccc(CN2C(=O)CCC2(C)C(=O)NCCc2ccc(OC)c(OC)c2)c1 (stereo not drawn)
→ 3.0	7.1
- COc1cc(/C=C2\C(=O)NN(c3ccc(Br)cc3)C2=O)cc(Cl)c1OC(C)C
→ 36.0	6.3
- Cc1ccc(N2C(=O)CSC2c2cccc(F)c2)cc1 (stereo not drawn)
→ -9.0	-10.2
- c1ccc(-c2csc3ncnc(NCc4ccccn4)c23)cc1
→ nt	-8.0&-2.7
- CCC(Sc1nnnn1-c1ccccc1)C(=O)Nc1nnc(C(C)C)s1 (stereo not drawn)
→ 6.4	-7.1
- O=C1CC(NCCCN2CCOCC2)C(=O)N1c1ccc(Br)cc1 (stereo not drawn)
→ 53.6*	-6.1
- Cc1c(C(=O)NCCc2ccc(S(N)(=O)=O)cc2)nnn1-c1nccs1
→ -20.0	-2.8

# Every second line gives: mHTT CaM bind	Pf apPOL block
- Cn1c(C2CCC(CNC(=O)c3cncc(Br)c3)CC2)nc2ccccc21 (stereo not drawn)
→ -11.1	-8.9
- CCSc1ccccc1C(=O)Nc1cc(C(C)(C)C)nn1CCO
→ -10.5	-6.6
- O=c1oc2ccc([N+](=O)[O-])cc2c(O)c1[N+](=O)[O-]
→ 2.0	-3.1
- Cc1nnc(SCC(=O)Nc2nc(-c3ccccc3)ns2)s1
→ 2.0	0.7
- CSc1ccc(CCNc2ncnc3c2nc2n3CCCC2)cc1
→ 9.6	-1.0
- COc1ccc(OC)c(/C=C2/C=C(c3ccc(C)cc3)OC2=O)c1
→ 13.0	-3.8
- COc1ccc(C2CC(=O)C3=C(C2)Nc2ncnn2C3c2ccccc2)cc1 (stereo not drawn)
→ -7.5	-0.7
- Cc1ccc(C(=O)Nc2cccc(Cl)c2Cl)cc1
→ -28.4	-0.9
- CCc1ccc(NC(=O)CSc2nc3ccc([N+](=O)[O-])cc3[nH]2)cc1
→ 31.4	-0.8
- COc1ccc(N2CCN(CC(O)COc3ccc(C)c(C)c3)CC2)cc1 (stereo not drawn)
→ 36.4&26.3	-0.5&-16.1

# Every second line gives: mHTT CaM bind	Pf apPOL block
- NC(=S)N/N=C/c1cc(Br)cc(Br)c1O
→ +	nt
- COc1ccc(C2=NN(C(=O)CN3CCOCC3)C(c3ccc(F)cc3)C2)cc1 (stereo not drawn)
→ 40.4	-3.7
- Cc1ccc(C(=O)NCc2nn(C)c3ccccc23)c(C)c1
→ -1.3	-3.6
- COc1cc(C=C2Oc3cc(OC(C)=O)ccc3C2=O)cc(OC)c1OC
→ -4.8	-5.7
- COc1ccc(Br)cc1/C=C1N=C(/C=C/c2ccc(C)cc2)OC/1=O
→ 13.0	0.1
- Cc1ccc(N2C=NS(=O)(=O)c3cccnc32)c(F)c1
→ -2.8	-4.8
- Cc1ccc(C)c(CN2C(=O)NC3(CCCN(C(=O)c4ccc(C)c(F)c4)C3)C2=O)c1 (stereo not drawn)
→ 11.6	0.5
- O=C1OC(c2ccc(Br)o2)=N/C1=C/c1ccc(Cl)cc1
→ 7.0	-1.0
- O=C(Nc1ccccc1)C(=O)c1c(O)[nH]c2ccccc12
→ -4.0	-5.3
- COc1ccc(C(=O)N2CCN=C2N2CCCC2)cc1
→ -7.3	1.9
- Cc1ccccc1Cc1c(C)nc2nc(SCC(=O)N3CCC(C)CC3)nn2c1C
→ -1.0	-9.2
